Screens deposited in PubChem by several laboratories.
ABHD4 inh: inhibitors of mouse ABHD4; Q8VD66; purified mABHD4, FP-Rh probe fluorescence polarization; inhibition, % at 8.92 µM; actives 0.54% (n = 370,000); AID 720543;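 active = inhibition exceeding the mean over every tested compound plus 3 SD, cut at about 30% in these data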;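 also: 0% = plate median of compound wells and 100% = S159A mutant with DMSO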
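Assay system: mABHD4 protein; medium: HEPES pH 7.0, NaCl, Pluronic buffer; dosing: 8.92 µM, single dose; schedule: 45 min + 60 min at 25 °C; signal: FP readout, ex 525 nm / em 598 nm; read-out: normalized percent inhibition of probe labeling; repeats: single replicate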
PG9 Ab binder: small molecules binding HIV-1 gp120 antibody PG9; TR-FRET gp120-PG9 antibody binding; inhibition, % at 6.7 µM; actives 0.43% (n = 360,000); in the data active = inhibition above about 8.5%
SMARCA2 act: increases SMARCA2 function in MMTV reporter cells; MG213 cells, MMTV-luciferase reporter, dexamethasone, overnight; activation, % at 9.1 µM; actives 1% (n = 370,000); in the data active = activation above about 7.8%;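 also: 0% = vehicle wells and 100% = reference activator wells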
ARFGAP1 inhibitor: inhibits rat ARF GTPase activating protein 1 | actives 0.26% (n = 360,000) | AID 651572 | Arfgap1-stimulated ARF1 GTP hydrolysis, GDP FP detection | Q62848 | inhibition, % at 16.5 µM;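 active = inhibition above a per-plate limit, mean inhibition of low control wells plus 3 SD, cut at about 25% in these data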;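 also: 0% = DMSO wells with enzyme and 100% = wells lacking Arfgap1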
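Material – truncated rat Arfgap1 GAP domain · Buffer or medium – HEPES-based buffer, pH 7.5 · Reagent – human ARF1(Δ1-17)-GTP substrate · Dosing – 16.5 µM single point, 1.26% DMSO · Schedule – GTP hydrolysis reaction 2 h at 25 °C · Technique – GDP detection by fluorescence polarization · Benchmarks – No-Arfgap1 wells (100%) versus DMSO full-reaction wells (0%) · Repeats – single replicate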
rCAG RNA binder: binds r(CAG) RNA repeats. r(CAG) RNA repeat, TO-PRO-1 dye displacement fluorescence. inhibition, % at 3 µM. actives 1.3% (n = 370,000);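 active = inhibition above the plate cutoff, the mean of all test compounds on that plate plus 3 SD, cut at about 35% in these data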;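 also: 0% = DMSO alone and 100% = 100 µM mitoxantrone as full dye displacement; higher means more dye released from RNA so lower well fluorescence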
NR1D1 modulator: modulates human Rev-erb alpha binding to DNA | actives 0.79% (n = 370,000) | Rev-erbα–FITC-DNA binding, fluorescence polarization, 90 min | activity, % at 10 µM | P20393;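 active = activity above about 14%, limit read from the data; passing the limit was not always enough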;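 also: 0% = DMSO wells with 35 nM protein and 100% = DMSO wells with 750 nM protein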
GC-B act: GC-B (human) receptor activation. P20594. HEK293-GC-B cells, CNP EC30, cGMP TR-FRET; 0% at EC30 CNP, 100% saturating CNP. activation, % at 10 µM. actives 0.11% (n = 370,000);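 active = activation at 10 µM reaching about 35% in either raw or pattern-adjusted values, limit read from the data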
ASAP1 GAP inh: inhibitors of human ASAP1 ArfGAP activity | Q9ULH1 | ASAP1-stimulated ARF1 GTP hydrolysis, GDP FP detection | inhibition, % at 16.5 µM | actives 0.19% (n = 360,000) | AID 624377; in the data active = inhibition above about 25%;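 also: 0% = vehicle with enzyme and substrate and 100% = no enzyme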
NPR1 activator: GC-A (human) enzyme activation; P16066; HEK293 GC-A cells, cGMP TR-FRET, EC30 ANP; 0% at EC30 ANP, 100% saturating ANP; activation, % at 10 µM; actives 0.14% (n = 370,000); AID 1671463; in the data active = activation above about 40%
Target sequence (P16066 whole entry, looked up): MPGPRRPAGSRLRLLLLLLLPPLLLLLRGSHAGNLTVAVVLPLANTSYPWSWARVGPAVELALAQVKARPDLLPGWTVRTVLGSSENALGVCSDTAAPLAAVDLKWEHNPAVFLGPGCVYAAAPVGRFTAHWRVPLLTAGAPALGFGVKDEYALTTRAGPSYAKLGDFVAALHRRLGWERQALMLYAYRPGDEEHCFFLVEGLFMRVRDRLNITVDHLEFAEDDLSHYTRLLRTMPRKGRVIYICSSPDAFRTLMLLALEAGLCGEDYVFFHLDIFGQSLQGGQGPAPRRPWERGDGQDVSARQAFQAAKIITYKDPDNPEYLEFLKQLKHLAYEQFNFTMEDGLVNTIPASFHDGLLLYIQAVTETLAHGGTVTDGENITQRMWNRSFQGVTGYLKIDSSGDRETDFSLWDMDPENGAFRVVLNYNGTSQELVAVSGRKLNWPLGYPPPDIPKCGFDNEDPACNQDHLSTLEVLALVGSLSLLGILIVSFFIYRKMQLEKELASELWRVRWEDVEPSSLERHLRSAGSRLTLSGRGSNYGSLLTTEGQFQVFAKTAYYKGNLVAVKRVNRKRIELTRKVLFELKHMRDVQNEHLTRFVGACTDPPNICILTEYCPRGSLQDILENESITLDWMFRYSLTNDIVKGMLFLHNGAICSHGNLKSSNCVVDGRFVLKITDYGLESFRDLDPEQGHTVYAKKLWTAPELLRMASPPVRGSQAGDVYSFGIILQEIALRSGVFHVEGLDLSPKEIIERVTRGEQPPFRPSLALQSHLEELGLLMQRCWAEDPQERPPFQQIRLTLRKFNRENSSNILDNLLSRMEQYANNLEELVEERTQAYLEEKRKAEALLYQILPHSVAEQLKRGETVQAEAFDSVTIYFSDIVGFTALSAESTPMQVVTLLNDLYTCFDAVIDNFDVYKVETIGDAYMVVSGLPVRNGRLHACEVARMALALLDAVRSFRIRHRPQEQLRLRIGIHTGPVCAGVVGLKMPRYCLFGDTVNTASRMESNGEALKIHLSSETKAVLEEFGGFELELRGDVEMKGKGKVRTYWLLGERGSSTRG
HTRA1 inh: blocks human HTRA1 serine peptidase | inhibition, % at 5.96 µM | AID 504803 | recombinant HTRA1, FP-rhodamine activity-based probe, fluorescence polarization | actives 0.5% (n = 340,000) | Q92743; in the data active = inhibition above about 36%;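 also: 0% = enzyme with DMSO and 100% = wells lacking enzyme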
The depositor's hits bear a star; . = no result given.

SMILES	ABHD4 inh	PG9 Ab binder	SMARCA2 act	ARFGAP1 inhibitor	rCAG RNA binder	NR1D1 modulator	GC-B act	ASAP1 GAP inh	NPR1 activator	HTRA1 inh
Oc1ccc(/C=N/Nc2nc(N3CCCCCC3)nc(N3CCCCCC3)n2)c(O)c1	6	-0.8	0	15	25	7	0	19	-8	6
CC(NC(=O)c1ccc(-c2ccccc2)cc1)C(c1ccccc1)N1CCOCC1 (stereo unspecified)	3	0.7	-3	-1	-1	-2	2	5	-1	1
O=C(COC(=O)c1ccccn1)NCCCc1ccccc1	2	-0.5	0	-5	-1	1	12	4	4	0
COc1ccc(CCNC(=O)CCc2nc3ccccc3[nH]2)cc1OC	3	0.8	0	2	0	-2	5	1	-1	8
CC(=O)NCC(=O)N(C)C(C(=O)Nc1ccc(C(C)C)cc1)c1ccccc1 (stereo unspecified)	-9	1.8	1	5	-4	-4	-1	-3	3	-7
CCc1cccc2c(C(=O)CCl)c[nH]c12	-4	-1.4	0	12	5	4	0	1	1	-1
Cc1cc(NC(=O)c2ccc3sc([C@@H]4O[C@H](CO)[C@H](O)[C@H](O)[C@H]4O)nc3c2)no1	1	0.2	2	0	2	8	-6	7	0	.
CCOc1ccc(S(=O)(=O)N2CCOCC2)cc1NC(=O)CCN1C(=O)NC2(CCCC2)C1=O	4	0.2	0	6	0	-2	-1	-16	1	3
CCCNC(=O)COC(=O)c1ccc(N2CCCC2)c([N+](=O)[O-])c1	-1	-3.3	-3	-6	-2	6	0	13	-1	-16
Cc1cc(C(O)c2ncc(-c3cccc(F)c3)[nH]2)ccc1F (stereo unspecified)	2	-1.9	-3	6	2	4	-2	0	-1	.
Cc1ccc(NC(=O)NC(=O)CSc2n[nH]c(N)n2)c(C)c1	-2	1.5	-3	5	-1	-2	1	-11	-3	-16
COC(=O)/C=C1\OC(C2CC2)c2ccccc21 (stereo unspecified)	13	-0.5	3	10	3	-6	-7	-11	0	.
CCOC(=O)c1ccccc1NC(=O)Cn1cnc2c1c(=O)n(C)c(=O)n2C	-4	0.5	-1	-4	0	-2	1	9	-1	5
COc1ccc(Cc2c(-c3ccc(Cl)cc3)nc3cc(C)c(Br)c(C)n23)c(C)c1	-6	-0.6	4	-1	5	-6	-3	3	-2	.
CCOC(=O)c1ccccc1NC(=O)C1CC(=O)N(C2CCCC2)C1 (stereo unspecified)	5	-0.2	-1	-23	4	-1	-1	-11	0	4
O=C(c1ccc2c(c1)OCO2)N1CCN=C1SCc1cccnc1	6	-1.6	-2	4	2	4	-4	5	2	2
Cc1cccc2cc(C#N)c(NCCCNS(=O)(=O)c3ccc(Cl)cc3)nc12	-41	-0.4	-4	4	4	-3	-6	10	5	-76
COC(=O)[C@]12C[C@H](CC(=O)NCCCN3CCCC3=O)C(=O)N(Cc3ccc(Cl)cc3Cl)C1=C[C@H](C1CCCC1)O[C@@H]2C	-3	.	-1	.	9	-3	-16	.	-29	.
O=C(Cc1ccccc1)Nc1cccc(-c2nnc(-c3ccco3)o2)c1	-21	0.8	-1	5	2	1	8	14	5	-161
COc1ccc(NC(=O)c2cnc(SC)n2-c2ccc(F)cc2)c(OC)c1	10	0.5	-2	-14	-6	6	-1	-3	0	-5
CC(C)C(C(=O)NCC1CCCO1)N(Cc1ccco1)C(=O)CNS(=O)(=O)c1ccc(F)cc1 (stereo unspecified)	4	-0.7	1	2	-6	-1	2	11	2	3
CN(C)C(CNC(=S)Nc1cccc(Cl)c1)c1cccnc1 (stereo unspecified)	-7	-1.1	-1	13	-3	3	0	-9	6	-3
CC1CC(C)(C)NC(=S)N1CCCC(=O)Nc1ccc(F)cc1 (stereo unspecified)	7	0.4	0	8	-3	-4	2	2	2	-3
COc1ccc(C)cc1S(=O)(=O)Nc1cc2c3c(c1)C(C)C(=O)N3CCC2 (stereo unspecified)	2	-0.4	-1	-6	1	0	-1	12	1	3
COc1cnc(-c2ccccc2)c(-c2ccccc2)n1	-11	-0.3	2	1	-7	4	-5	-4	-4	-3
CN(C)CCOCCOc1ccccc1-c1ccccc1	15	-1.3	0	8	4	6	0	5	5	4
COc1ccc(N(CC(=O)N2CCN(c3cccc(C)c3C)CC2)S(=O)(=O)c2c(C)noc2C)cc1	1	-0.5	-3	-9	1	-4	-1	2	2	1
COC(=O)C1CN(Cc2cn(Cc3ccccc3)nn2)CCS(=O)(=O)N1Cc1ccc(C)cc1 (stereo unspecified)	7	.	-4	.	3	0	-4	.	1	.
Cc1ccc(CNC(=O)c2nnn(CC(=O)Nc3cccc(C)c3C)c2N)cc1	-2	-0.7	2	8	1	27*	5	-4	0	-7
CCC(=O)OCC(=O)N=c1sccn1Cc1ccc(C)cc1	1	-0.6	-3	-12	-9	-3	2	6	1	0
CC(C)CC(=O)O/N=C1\C(=O)N(c2ccccc2)c2ccccc21	-7	-2.9	1	13	1	2	-8	9	-1	-13
CC(=O)n1cc([C@H]2C=C(C(=O)N3CCN(Cc4ccc5c(c4)OCO5)CC3)O[C@@H](OCc3ccc(CO)cc3)C2)c2ccccc21	-23	-0.7	2	18	3	-1	-1	13	-1	-38
Fc1cccc(Cc2noc(CN3CCOCC3)n2)c1	4	1.1	-1	10	-3	-6	5	3	2	1
CC(C)Oc1cc(F)ccc1-c1cc(C(=O)Nc2ccccc2)[nH]n1	-44	-1.3	2	-10	1	2	2	-5	-2	.
Cc1coc2c1c(C)cc1oc(=O)c(CC(=O)N[C@H](C(=O)O)C(C)C)c(C)c12	0	1.8	-1	4	15	-3	0	2	-2	2
CCN(CC(=O)Nc1ccc2c(c1)OCCO2)C(=O)/C=C/c1cccc(OC)c1OC	-2	0.7	0	6	-7	-5	-1	-3	-3	-4
CC[C@]12c3[nH]c4cc(CCC(=O)N(C)C)ccc4c3CCN1C(=O)[C@@H](CC(=O)NC(C)(C)C)C[C@@H]2C(=O)N1CCN(C(=O)C2CC2)CC1	8	4.4	-3	1	0	-2	-2	-6	3	-3
CC1(C)C2CCC1(C)C(NC1=NCCC1)C2 (stereo unspecified)	4	0.3	-4	1	3	-2	13	0	1	4
CCNC(=O)C1CCCN(C(=O)c2ccc(N(C)C)cc2)CC1 (stereo unspecified)	4	0.0	-3	19	0	6	-2	4	-2	.
CCC1(c2ccccc2)NC(=O)N(CC(=O)N(C)CC(=O)Nc2c(C)cccc2C)C1=O (stereo unspecified)	-1	-0.7	-3	-2	-6	2	0	-8	-1	6
CCOC(=O)/C(C#N)=C/Nc1ccsc1C(C)=O	-2	-0.3	-4	-10	-5	2	1	-6	-1	1
CCOc1ccc(CCNC(=O)COC(=O)c2ccc(OC)c(OC)c2OC)cc1OCC	6	0.0	-1	-8	-10	2	1	0	-4	-14
CCc1ccccc1NC(=O)CSc1ncn[nH]1	-10	0.9	-2	0	-1	-2	1	2	-3	-2
Cn1c(SCC(=O)Nc2ccc(C(N)=O)cc2)nnc1-c1cccs1	0	0.3	0	2	1	-2	-4	-1	2	8
CCOc1ccc(OCCC(=O)OCC(=O)NCc2ccccc2)cc1	-4	-3.5	4	18	-5	-1	-2	-3	-4	7
CCOc1ccc(NC(=O)CSC(N)=O)cc1	-4	0.4	0	1	1	-3	9	4	-1	0
COc1ccc2[nH]c3ccccc3c2c1	1	1.6	3	-1	0	5	2	-2	-1	-5
O=C(CCCC1=NS(=O)(=O)c2ccccc2N1)OCc1ccc(Cl)cc1	-3	0.4	-3	7	8	0	-3	-10	-5	-13
CC(=O)Nc1cccc(NC(=O)CCCC(=O)O)c1	-4	0.6	1	3	2	-1	3	-2	1	7
CCC(=O)NC(=S)Nc1ccc(Cl)cn1	4	-1.2	3	9	4	-4	-1	-7	1	-1
CN1N=C(C(=O)N=c2sc3ccccc3n2C)CCC1=O	6	-0.5	3	-12	-2	10	-7	-15	1	-6
CN(C(=O)CCN1C(=O)S/C(=C\c2ccccc2)C1=O)C1CCS(=O)(=O)C1 (stereo unspecified)	5	-2.0	-1	6	0	-7	2	-3	0	-1
COc1ccc(C(C#N)N2N=C(c3ccccc3)CC2c2ccccc2)cc1OC (stereo unspecified)	0	-2.3	13*	2	0	5	1	12	-4	0
Cc1nn(CC(=O)NCCc2cccs2)c(=O)c2cc3ccccc3n12	-5	-0.2	-3	12	-1	2	9	-16	2	0
O=C(O)CCNc1cc(N2CCN(C(=O)c3ccco3)CC2)c2noc3c2c1C(=O)c1ccccc1-3	49*	-79	-3	14	68*	-16	-24	0	-42	46*
CCn1c(=O)c(C(=O)CN2CC(C)OC(C)C2)c(N)n(Cc2ccccc2)c1=O (stereo unspecified)	-2	1.9	-2	3	-2	1	8	-5	7	2
Cc1cc(C)cc(NC(=O)COC(=O)CCn2c(C)csc2=O)c1	2	-1.4	2	1	0	1	1	0	-2	14
CCN(CC(=O)Nc1ccc(C)c(F)c1)CC(=O)NC(C)C	-1	0.1	-2	10	-8	3	3	-11	2	2
O=S1(=O)N[C@@H](CC2=CCCCC2)C2CCCCC2O1 (stereo partly specified)	4	-0.3	-2	-11	-2	-2	-2	-22	0	-4
NC(N)=NS(=O)(=O)c1ccc(NC(=S)NC(=O)/C=C/c2ccco2)cc1	14	-1.7	2	-7	17	-4	1	-7	-2	0
Following part.
SMILES	ABHD4 inh	PG9 Ab binder	SMARCA2 act	ARFGAP1 inhibitor	rCAG RNA binder	NR1D1 modulator	GC-B act	ASAP1 GAP inh	NPR1 activator	HTRA1 inh
COc1ccc(Br)cc1CN(C)CC(=O)NCc1ccc(F)cc1	2	-2.3	-2	4	-9	-2	2	-11	-13	-4
Cc1nc(N/N=C/c2ccccc2)nc(N(C)c2ccccc2)c1[N+](=O)[O-]	1	-1.5	0	2	0	-7	-5	2	-1	5
CCCOc1ccc(-c2c(C(=O)N/N=C/c3ccc(OCC)cc3)nnn2-c2nonc2N)cc1	2	-2.7	-1	-11	9	-7	6	-6	7	-11
CCOC(=O)c1c(C)oc2c1c1c(c3ccccc32)OCN(Cc2ccccn2)C1	14	-1.7	5	0	9	1	-3	-2	7	-13
CC(=O)Nc1cncc(-c2ccc(CN(C)C)cc2)n1	-1	1.6	4	0	-2	-1	2	4	0	.
CCOc1ccc(CN(C)C(=O)c2cccnc2SC)cc1OC	1	-1.0	-3	10	-8	1	0	-18	0	-5
